Assay outcomes deposited in PubChem by PCMD.
CatS inh – inhibitors of human cathepsin S; AID 501; 62,000 compounds, 0.06% hits; P25774; inhibition, %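 (tested at 5 µM per compound within 10-compound mixtures)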; recombinant cathepsin S, AMC dipeptide fluorescence, pooled mixtures; in the data active = inhibition above about 32%, passing the limit was not always enough;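 also: 0% = enzyme without compound and 100% = blank without enzyme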
Cathepsin G inh – cathepsin G (human) inhibition; inhibition, % at 5 µM (by protocol); purified enzyme, AMC-tetrapeptide fluorescence, pooled mixtures; AID 581; P08311; 62,000 compounds, 0.2% hits;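 active = inhibition above 20% in each of the two mixture wells holding the compound; inactive = inhibition of 20% or less in either well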;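 also: 0% = enzyme control without mixture and 100% = blank lacking enzyme; strong numbers were not always called active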
CatL inh – inhibitors of human cathepsin L | inhibition, %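 (tested at 10 µM)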 | P07711 | purified cathepsin L, fluorogenic substrate, fluorescence | 58,000 compounds, 0.17% hits; in the data active = inhibition above about 45%;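 also: 0% = enzyme with no compound and 100% = no enzyme blank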
Target sequence (P07711 114-288 limits assumed): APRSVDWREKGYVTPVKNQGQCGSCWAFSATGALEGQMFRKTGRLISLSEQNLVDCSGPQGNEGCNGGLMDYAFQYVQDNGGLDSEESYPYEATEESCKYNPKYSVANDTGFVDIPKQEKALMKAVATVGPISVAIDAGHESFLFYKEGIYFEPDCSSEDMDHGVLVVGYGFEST
Target sequence (P07711 292-333 limits assumed): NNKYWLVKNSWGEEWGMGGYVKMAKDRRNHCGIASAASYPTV
AP ELISA ortho – alternative pathway complement inhibition, orthogonal assay; Human serum alternative complement pathway, LPS-coated ELISA, C3 deposition; tested in compound mixtures; inhibition, % at 5 µM; 62,000 compounds, 0.08% hits;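 active = inhibition above 30% in each of the two pooled mixtures holding the compound, so the lower value exceeds 30%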;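 also: 0% = serum in Mg-EGTA without compound and 100% = EDTA serum blank; some compounds past the cut are filed as inactive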
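Test system: human serum complement alternative pathway, C3 deposition onto LPS / Medium: Mg2+-EGTA GVB++ buffer containing human serum at 1:15 dilution / Probe or stimulus: Plate-bound LPS / Times: 1 h at 37 °C / Signal: ELISA with HRP anti-human C3 antibody, TMB substrate, absorbance 450 nm / Measure: percent inhibition / Repeats: two pool placements per compound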
CatB inh – human cathepsin B inhibition | P07858 | purified cathepsin B, fluorogenic substrate, fluorescence | inhibition, %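 (tested at 10 µM)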 | 63,000 compounds, 0.1% hits; in the data active = inhibition above about 21%;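 also: 0% = enzyme with no compound and 100% = no enzyme blank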
CatB mix inh – human cathepsin B inhibition by mixtures | 62,000 compounds, 0.06% hits | inhibition, %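 (ten-compound pools at 5 µM per compound and 50 µM total)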 | Purified cathepsin B, AMC dipeptide fluorescence, compound mixtures; in the data active = inhibition above about 22%, passing the limit was not always enough;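 also: 0% = enzyme without compound and 100% = no enzyme blank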
C1s inh – human complement C1s inhibition; purified C1s, fluorogenic AMC substrate, pooled mixtures; AID 538; mean inhibition % of two 10-compound mixtures (active compounds read high), % at 5 µM (by protocol); 62,000 compounds, 0.16% hits;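 active = inhibition above 20% in each of the two 10-compound mixture wells holding the compound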;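 also: 0% = enzyme wells lacking compound mixture and 100% = no-enzyme blank wells; some compounds called inactive have numbers as strong as hits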
FXIIa mix inh – inhibitors of human coagulation factor XIIa, pooled mixtures; purified FXIIa, fluorogenic substrate; inhibition, % at 5 µM; 62,000 compounds, 0.2% hits;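 also: 0% = enzyme without compound and 100% = no enzyme blank; some results filed as inactive read as strong as hits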
Target sequence (P00748 20-372 limits assumed): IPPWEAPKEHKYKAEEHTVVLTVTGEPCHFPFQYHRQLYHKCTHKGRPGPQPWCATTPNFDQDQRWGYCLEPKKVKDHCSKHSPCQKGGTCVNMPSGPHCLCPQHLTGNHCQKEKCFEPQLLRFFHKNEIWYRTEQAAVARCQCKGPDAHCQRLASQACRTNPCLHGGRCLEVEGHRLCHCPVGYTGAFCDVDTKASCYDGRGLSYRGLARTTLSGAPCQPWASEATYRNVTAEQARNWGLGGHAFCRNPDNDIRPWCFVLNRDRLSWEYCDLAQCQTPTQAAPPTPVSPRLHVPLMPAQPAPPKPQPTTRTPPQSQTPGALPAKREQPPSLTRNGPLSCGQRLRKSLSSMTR
Target sequence (P00748 373-615 limits assumed): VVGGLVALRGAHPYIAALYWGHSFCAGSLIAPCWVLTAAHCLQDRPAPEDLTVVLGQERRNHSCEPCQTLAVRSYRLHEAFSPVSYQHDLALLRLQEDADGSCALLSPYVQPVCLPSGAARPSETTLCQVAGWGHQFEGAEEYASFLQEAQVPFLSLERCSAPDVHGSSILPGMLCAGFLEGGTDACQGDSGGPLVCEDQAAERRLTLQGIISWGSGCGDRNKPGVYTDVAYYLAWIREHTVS
FXIa mix inh – inhibitors of human coagulation factor XIa, pooled mixtures; AID 680; purified FXIa, fluorogenic substrate; P03951; 62,000 compounds, 0.19% hits; inhibition, % at 5 µM;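 also: each value is inhibition by a whole ten-compound pool holding the compound; 0% = enzyme with no mixture and 100% = wells lacking enzyme; strong numbers were not always called active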
* = called active by the depositor; nt = not tested or not shown. Rule as the data show it, unless noted: active = inhibition above about 20% (passing the limit was not always enough); inactive = the rest. A portion of the library; rates above refer to the full screens.

nr	C1s inh	CatL inh	FXIIa mix inh	Structure	CatB mix inh	CatB inh	Cathepsin G inh	FXIa mix inh	CatS inh	AP ELISA ortho
1	12	2	2	CCOc1ccc(NC(=O)c2ccc(F)c(S(=O)(=O)N3CCN(c4ccccn4)CC3)c2)cc1	4	8	-1	5	9	3
2	-49	1	3	O=C(NCc1nnc(SCC(=O)N2CCN(c3ccccc3)CC2)o1)c1ccco1	-9	-2	-13	4	-2	-10
3	-75	32	1	O=C(NC1CCCC1)c1ccc2nc(-c3ccco3)c(-c3ccco3)nc2c1	5	1	-6	12	5	4
4	-10	-5	10	CC(C(=O)NCc1cccnc1)N1C(=O)c2ccccc2C1=O (centres undefined)	5	3	2	10	-4	7
5	-95	14	-2	CCC(=O)Nc1ccc2c(c1)nc(CCN1CCN(C)CC1)n2C	-8	0	-6	-5	-2	-5
6	-78	-2	0	O=C(O)C(CCCCN1C(=O)C2C3C=CC(C3)C2C1=O)N1C(=O)C2C3C=CC(C3)C2C1=O (centres undefined)	-6	3	-4	-16	-9	8
7	-44	5	2	O=C(COC(=O)c1ccco1)NC1CCCCC1	-7	3	3	-8	-6	-2
8	11	-6	-8	CCC(=O)N1CCN(c2ccc(NC(=O)c3ccc4c(c3)OCO4)cc2)CC1	2	1	15	20	12	22
9	-25	13	12	CCc1ccc(CCC(=O)Nc2nccs2)o1	4	-4	3	7	5	10
10	-1	11	5	Cc1ccnc2c1NC(=O)c1cccnc1N2C1CC1	-4	-2	4	11	2	12
11	-33	-71	-1	Cc1ccc(-c2cc(-c3ccc(C)o3)nc(N)c2C#N)cc1	4	-2	-5	2	6	10
12	12	-11	7	CCc1ccc2nc(SCC(=O)N(CC)CC)c(C#N)cc2c1	51	0	7	7	54	22
13	-12	6	-5	CC1(C)CC(=O)c2cnc(NCc3ccco3)nc2C1	0	1	-10	1	12	-8
14	-36	nt	9	CCN1CCN(Cc2ccc(NC(=O)Nc3ccccc3OC)cc2)CC1	-2	2	-11	0	-2	-5
15	-80	nt	4	CC1(C)Cc2c(c(N3CCCC3)nc3sc4c(N5CCN(CCO)CC5)ncnc4c23)CO1	-5	3	-2	-20	4	-5
16	-2	-11	-1	Cc1c(CCC#N)c(N2CCN(C3CCCCC3)CC2)n2c(nc3ccccc32)c1C#N	12	-3	9	6	-3	8
17	3	nt	3	Cn1c(Cn2c(=O)sc3ccccc32)nnc1SCC(=O)NCc1ccco1	1	-2	2	10	0	14
18	-2	8	-14	O=C(OCC(=O)N1CCc2ccccc21)C1=COCCO1	4	-1	11	6	-5	14
19	-36	-4	-1	O=C(Cn1c(-c2ccco2)nc2ccccc21)N1CCCCC1	-7	-1	-10	-11	-9	16
20	-31	8	3	CC(=O)N1CCc2cc(S(=O)(=O)CCC(=O)Nc3c(C)n(C)n(-c4ccccc4)c3=O)ccc21	-4	-1	-7	-17	-11	24
21	14	22	0	CC(C)CNC(=O)COC(=O)c1cc(S(=O)(=O)N2CCCCC2)ccc1N1CCOCC1	0	6	7	6	-5	3
22	1	3	-19	CCOC(=O)C1CCCN(C(=O)Cc2ccc(OC)c(OC)c2)C1 (centres undefined)	4	-3	2	7	3	14
23	11	-7	-13	N#CCSc1n[nH]c2nc3c(c(=O)n12)C1(CCCC1)Cc1ccccc1-3	3	3	6	8	-1	16
24	16	7	4	O=C(CN(Cc1ccccc1Cl)C(=O)c1ccc(CN2CCOCC2)o1)NCc1ccccc1	2	-2	10	7	-31	20
25	-93	7	2	COC(=O)C1CCN(C(=O)c2ccc(NC(C)=O)cc2)CC1	4	0	-9	-4	0	9

nr	C1s inh	CatL inh	FXIIa mix inh	Structure	CatB mix inh	CatB inh	Cathepsin G inh	FXIa mix inh	CatS inh	AP ELISA ortho
26	-36	7	-8	CC(=O)c1ccc(NC(=O)CSCCO)cc1	2	5	1	5	7	-17
27	-29	nt	10	CC1Oc2ccccc2N(CC(=O)NCC2CCCO2)C1=O (centres undefined)	2	-1	-3	13	2	16
28	1	0	7	CCc1nc(N)c(C#N)c(-c2ccc(OC)c(OC)c2)c1C	6	-4	2	6	12	5
29	1	-1	9	CCOC(=O)CNC(=O)c1nn(-c2cccc(OC)c2)c(=O)c2ccccc12	1	3	-2	12	-9	8
30	3	-4	4	Cc1ccc(-n2nc3c(c2NC(=O)c2ccc(S(=O)(=O)N4CCOCC4)cc2)CSC3)c(C)c1	3	-1	8	5	-3	16
31	0	18	1	CC1=C(C)C(=O)N(c2ccccn2)C1=O	-1	1	-10	1	-2	-11
32	24	15	6	CCCc1cc(C(=O)Nc2ccccc2C(=O)OC)no1	1	-1	-12	-4	7	-15
33	-11	0	7	CCn1c(SCC(=O)C(C)(C)C)nnc1-c1ccccc1OC	1	3	-13	-1	-2	-7
34	2	-1	-1	O=C(c1cnc2n(c1=O)CCS2)N1CCN(C(c2ccccc2)c2ccc(Cl)cc2)CC1 (centres undefined)	5	3	9	-1	-9	19
35	-11	22	5	Cc1nc(CCNC(=O)c2ccccc2)cs1	-3	4	7	7	12	10
36	4	13	-18	O=C(COC(=O)C1c2ccccc2Oc2ccccc21)NC1CCS(=O)(=O)C1 (centres undefined)	-2	1	5	-3	9	-6
37	2	3	5	COCCCN1C(=O)C(O)=C(C(=O)c2ccco2)C1c1ccccc1 (centres undefined)	3	-4	-3	3	6	1
38	17	13	11	CCCCNC(=O)CCCn1c(=O)c2ccccc2n(CC(=O)NCCC2=CCCCC2)c1=O	6	3	10	5	12	13
39	-234	nt	1	Cc1ccccc1P(=O)(CO)c1ccccc1C	-13	6	-18	-26	-18	6
40	-15	-5	1	Cc1ccc(NC2=NCC(=O)N2Cc2ccc3c(c2)OCO3)c(C)c1	0	3	2	15	-2	17
41	-17	nt	-6	CCSc1nnc(Cn2c(=O)sc3ccccc32)n1-c1ccc(OC)cc1	1	5	-6	-5	-1	7
42	-2	nt	9	N=c1n(Cc2ccccc2)c2ccccc2n1CC(O)c1ccccc1 (centres undefined)	-1	nt	7	0	0	29
43	7	39	8	CC(C)n1c(CN2CCN(C)CC2)nc2c1c(=O)n(C)c(=O)n2C	6	-1	5	12	3	11
44	5	-3	30	CCOC(=O)CSc1nnc(-c2ccc(Cl)cc2Cl)o1	3	6	4	2	6	10
45	-45	-5	8	O=C(CCCn1c(SCC(=O)NC2CCCCC2)nc2ccccc2c1=O)NCC1CCCO1 (centres undefined)	0	0	0	-2	-8	22
46	4	10	1	COc1ccc(Cl)cc1NC(=O)C1CCCN(c2cc(C)nc3ncnn23)C1 (centres undefined)	-2	-3	3	-2	2	11
47	-1	17	1	O=C(CSc1nnc(-c2ccco2)n1Cc1ccccc1)c1ccccc1	2	5	9	-7	9	12
48	7	9	1	CCOC(=O)C(NC(=O)CC)(Nc1ccc(S(=O)(=O)Nc2onc(C)c2C)cc1)C(F)(F)F (centres undefined)	22	-2	21	19	14	6
49	0	14	4	CC(=O)C1C(c2ccccc2Cl)NC(=O)NC1(O)C(F)(F)F (centres undefined)	3	2	6	-2	3	15
50	8	17	4	COC(=O)Oc1nsnc1N1CCOCC1	1	1	9	12	7	18

nr	C1s inh	CatL inh	FXIIa mix inh	Structure	CatB mix inh	CatB inh	Cathepsin G inh	FXIa mix inh	CatS inh	AP ELISA ortho
51	2	nt	2	COc1ccccc1C(=O)Nc1cc(-c2nn3c(C)nnc3s2)ccc1C	8	0	2	15	14	18
52	11	12	5	Brc1ccc(-c2nnc3sc(CN4CCC5(CC4)OCCO5)cn23)cc1	1	2	9	2	7	0
53	17	20	2	Cn1c(=O)[nH]c(=O)c2c1nc(NCCCn1ccnc1)n2CCOc1ccccc1	3	-1	12	5	12	4
54	5	12	-5	O=C(OC(C(=O)NCC1CCCO1)c1ccccn1)c1cccs1 (centres undefined)	0	-2	0	2	4	1
55	-4	-4	-24	Cc1ccc2c(c1)[nH]c1c(N3CCN(Cc4ccc5c(c4)OCO5)CC3)ncnc12	3	7	-5	5	10	-18
56	16	21	12	Cc1nn(-c2ccccc2)c2c1C(c1ccccc1)C(C#N)=C(N)O2 (centres undefined)	4	1	9	7	3	-2
57	0	1	-7	CCC1(C)Cc2nc3sc(C(=O)O)c(N)c3cc2CO1 (centres undefined)	3	1	7	4	44	12
58	8	0	7	CC1CCN(Cc2nc3c(c(=O)n(C)c(=O)n3C)n2Cc2cccc3ccccc23)CC1	9	4	7	5	6	4
59	-2	2	6	COC(=O)CCn1nnc(-c2cccs2)n1	9	8	-3	4	11	4
60	-76	-1	12	Cc1cccc(C)c1NS(=O)(=O)c1c(C)[nH]c(=O)[nH]c1=O	0	6	-14	5	-3	-4
61	1	14	11	CCOC(=O)c1cnc(-n2nc(C)cc2C)nc1NCCc1ccccc1	0	0	9	2	-6	11
62	14	nt	-2	Cn1nc(-c2ccc(Cl)cc2)c2cc(C(=O)N3CCCC3)sc21	4	1	9	2	2	10
63	-29	6	4	CC(=O)/C=C(/C)NC(Cc1c[nH]c2ccccc12)C(=O)O (centres undefined)	1	1	-6	-7	-8	5
64	-13	-92	-1	COc1ccc2c(c1)c1ncn(CCN3CCCC3)c(=O)c1n2C	4	-3	-3	3	1	21
65	-1	10	4	CCn1nnc(NC(=O)c2cc(Cl)c(OC)c(Cl)c2)n1	-2	-3	-1	-1	-4	-2
66	-33	18	-14	Cc1ccc(NC(=O)CCn2c(=O)oc3ccccc32)cc1	1	7	0	3	13	-4
67	2	-2	13	Cc1cc(NS(=O)(=O)c2ccccc2)n(-c2ccccc2)n1	-8	2	10	-5	8	-3
68	-55	nt	12	CCOC(=O)c1nnn(CC(=O)Nc2ccccc2OC)c1C(=O)OCC	-1	1	4	-14	-5	11

Three compounds out of the list, arranged by molecular weight, smallest number first:
nr	C1s inh	CatL inh	FXIIa mix inh	Structure	CatB mix inh	CatB inh	Cathepsin G inh	FXIa mix inh	CatS inh	AP ELISA ortho
7	-44	5	2	O=C(COC(=O)c1ccco1)NC1CCCCC1	-7	3	3	-8	-6	-2
18	-2	8	-14	O=C(OCC(=O)N1CCc2ccccc21)C1=COCCO1	4	-1	11	6	-5	14
6	-78	-2	0	O=C(O)C(CCCCN1C(=O)C2C3C=CC(C3)C2C1=O)N1C(=O)C2C3C=CC(C3)C2C1=O (centres undefined)	-6	3	-4	-16	-9	8
